TbMetRS inhib: blocks T. brucei methionyl-tRNA synthetase activity. 360,000 compounds, 0.4% hits. inhibition, % at 11.9 µM. purified T. brucei MetRS, ATP depletion, Kinase-Glo luminescence;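 active = inhibition above a per-plate cutoff of the control wells' mean inhibition plus 3 SD, cut at about 5.5% in these data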;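 also: 0% = DMSO wells median and 100% = median of wells with control inhibitor compound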
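Test system – parasite MetRS enzyme · Reagent – substrates ATP, L-methionine and bulk Escherichia coli tRNA · Doses – 11.9 µM compound single dose, 0.9% DMSO · Times – 15 min enzyme-compound preincubation, 2 h reaction, 10 min detection, 25 °C · Signal – Kinase-Glo luminescence, ATP depletion format · Controls – DMSO-only wells as low control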
Rin1 Abl inh: human Rin1-Abl interaction inhibition. TR-FRET Rin1/Abl binding, biochemical. inhibition, % at 7.35 µM. 360,000 compounds, 0.4% hits. AID 588664; in the data active = inhibition above about 5%, passing the limit was not always enough
Target sequence (P00519 whole entry, looked up): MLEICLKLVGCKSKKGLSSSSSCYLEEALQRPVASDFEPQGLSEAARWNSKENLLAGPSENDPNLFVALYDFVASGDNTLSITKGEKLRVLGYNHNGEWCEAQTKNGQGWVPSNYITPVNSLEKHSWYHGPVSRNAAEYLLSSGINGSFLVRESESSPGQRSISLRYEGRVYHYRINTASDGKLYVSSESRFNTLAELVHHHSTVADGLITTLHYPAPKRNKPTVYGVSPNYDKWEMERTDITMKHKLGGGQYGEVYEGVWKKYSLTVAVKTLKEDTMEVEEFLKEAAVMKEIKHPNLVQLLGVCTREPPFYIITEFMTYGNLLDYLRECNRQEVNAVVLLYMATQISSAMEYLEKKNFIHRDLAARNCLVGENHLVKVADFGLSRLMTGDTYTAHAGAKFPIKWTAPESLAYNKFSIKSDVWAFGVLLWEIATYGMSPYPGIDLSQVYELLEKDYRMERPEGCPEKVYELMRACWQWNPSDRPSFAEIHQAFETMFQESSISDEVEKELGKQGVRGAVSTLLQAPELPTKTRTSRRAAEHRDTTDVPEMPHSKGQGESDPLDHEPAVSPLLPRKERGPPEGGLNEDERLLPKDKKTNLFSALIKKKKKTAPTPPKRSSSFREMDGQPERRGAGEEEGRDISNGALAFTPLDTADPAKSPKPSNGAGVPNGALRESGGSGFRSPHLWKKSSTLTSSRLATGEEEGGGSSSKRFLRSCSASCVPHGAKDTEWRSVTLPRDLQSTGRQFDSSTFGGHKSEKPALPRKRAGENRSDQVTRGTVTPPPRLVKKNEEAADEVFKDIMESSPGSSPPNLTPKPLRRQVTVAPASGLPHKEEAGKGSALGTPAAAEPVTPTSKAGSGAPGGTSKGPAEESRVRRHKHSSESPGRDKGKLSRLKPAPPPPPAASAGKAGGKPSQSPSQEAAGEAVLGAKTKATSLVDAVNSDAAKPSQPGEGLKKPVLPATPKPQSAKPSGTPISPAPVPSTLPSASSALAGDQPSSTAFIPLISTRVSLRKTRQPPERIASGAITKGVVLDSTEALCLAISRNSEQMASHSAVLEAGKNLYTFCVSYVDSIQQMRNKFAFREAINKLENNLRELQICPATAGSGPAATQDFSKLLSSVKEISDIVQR
Target sequence (Q13671 whole entry, looked up): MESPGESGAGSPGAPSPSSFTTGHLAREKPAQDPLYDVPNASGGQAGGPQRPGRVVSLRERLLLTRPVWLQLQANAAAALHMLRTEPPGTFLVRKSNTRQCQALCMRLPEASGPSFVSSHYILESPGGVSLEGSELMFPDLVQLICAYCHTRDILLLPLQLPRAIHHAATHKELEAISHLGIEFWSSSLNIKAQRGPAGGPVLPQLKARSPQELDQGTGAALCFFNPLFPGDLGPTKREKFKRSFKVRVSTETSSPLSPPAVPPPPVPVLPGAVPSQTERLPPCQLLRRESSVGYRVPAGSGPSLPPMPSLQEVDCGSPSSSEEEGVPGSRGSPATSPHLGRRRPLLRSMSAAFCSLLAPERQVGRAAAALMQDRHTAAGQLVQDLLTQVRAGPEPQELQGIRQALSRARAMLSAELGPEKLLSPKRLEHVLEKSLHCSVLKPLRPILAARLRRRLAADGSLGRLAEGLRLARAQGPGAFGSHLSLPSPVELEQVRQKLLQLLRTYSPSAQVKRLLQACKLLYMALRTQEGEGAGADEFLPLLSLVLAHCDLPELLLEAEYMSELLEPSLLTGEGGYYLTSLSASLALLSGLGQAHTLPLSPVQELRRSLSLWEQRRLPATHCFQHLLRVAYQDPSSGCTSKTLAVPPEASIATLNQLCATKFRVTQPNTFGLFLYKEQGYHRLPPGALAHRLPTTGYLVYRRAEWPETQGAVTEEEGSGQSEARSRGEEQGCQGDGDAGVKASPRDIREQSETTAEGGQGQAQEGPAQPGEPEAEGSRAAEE
MsrA act: activators of bovine methionine sulfoxide reductase A; 360,000 compounds, 0.3% hits; activation, % at 10.6 µM; purified bovine MsrA, absorbance read-out; in the data active = activation above about 7.5%;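 also: 0% = vehicle and 100% = reference activator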
MsrA inh: bovine MsrA inhibition | inhibition, % at 15.5 µM | purified bovine MsrA, absorbance read-out | 360,000 compounds, 0.75% hits; in the data active = inhibition above about 4.5%;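 also: 0% = vehicle wells with enzyme and 100% = reference inhibitor wells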
CSN inh: CSN deneddylation inhibition. Purified CSN, SCF-Nedd8-OG deneddylation, fluorescence polarization. inhibition, % at 12.5 µM. 360,000 compounds, 0.38% hits. Q92905;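 active = pattern-corrected inhibition above about 35%, with an unprinted fluorescence ratio check between 0.5 and 1.5, limit read from the data, passing the limit was not always enough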;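 also: 0% = enzyme with substrate and 100% = substrate without enzyme; some results filed as inactive read as strong as hits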
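Material: purified human Csn5 enzyme expressed in HEK293T cells / Medium: Tris buffer pH 7.5, NaCl, DTT, Tween-20, trehalose, ovalbumin / Compound dosing: 12.5 µM single point / Schedule: 90 min incubation of compound, enzyme and substrate at room temperature / Signal: fluorescence polarization of the substrate / Control set: no-enzyme wells high, enzyme-with-substrate wells low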
PABP1 MLLE inh: inhibitors of microRNA-mediated deadenylation, human PABP1 MLLE binding. P11940. GST-MLLE / FITC-PAM2 fluorescence polarization. inhibition, % at 20 µM. 360,000 compounds, 0.36% hits. AID 588489; in the data active = inhibition above about 35%, passing the limit was not always enough;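 also: plate controls were DMSO wells with GST-MLLE for no effect and wells lacking GST-MLLE protein for full effect; some results filed as inactive read as strong as hits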
Neddylation inh: inhibitors of human cullin neddylation; P61081+Q13564; TR-FRET cullin neddylation, biochemical; calls only at 25 µM; 360,000 compounds, 0.58% hits; AID 651699; in the data active = inhibition above about 36%
E coli Lon inh: inhibits E. coli Lon protease; P0A9M0; purified E. coli Lon protease, fluorescence polarization; inhibition, % at 7.94 µM; 360,000 compounds, 0.42% hits; in the data active = inhibition above about 13%, passing the limit was not always enough;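 also: 0% = enzyme with probe and DMSO and 100% = no enzyme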
FAS TE block: inhibitors of human fatty acid synthase thioesterase domain; AID 602261; 360,000 compounds, 0.67% hits; P49327; inhibition, % at 15 µM; recombinant FAS-TE, OMFH fluorogenic substrate, fluorescence endpoint;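 active = compounds whose normalised, plate-corrected inhibition of enzyme fluorescence in the single-dose primary screen is 50% or more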;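 also: 0% = DMSO with enzyme and 100% = substrate without enzyme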
Starred values were filed as active, the others as inactive; i = inactive; . = not tested or not shown. Compounds were not picked by outcome; about 4% have a hit in one of these screens.

SMILES	TbMetRS inhib	Rin1 Abl inh	MsrA act	MsrA inh	CSN inh	PABP1 MLLE inh	Neddylation inh	E coli Lon inh	FAS TE block
COc1cc2c(O)c3c(c(-c4ccc5c(c4)OCO5)c2cc1OC)C(=O)OC3	-0.6	-1.5	-1.6	1.1	10.8	6.8	.	-7.1	3.0
Cc1cc(-c2ccccc2)nc(Nc2nc3c(C)cccc3c(=O)[nH]2)n1	-0.4	-2.3	-3.5	1.2	13.7	-18.2	i	-7.3	2.8
CCOc1ccc(N=C2NC(=O)CS2)cc1	0.2	0.6	-5.4	0.2	-6.1	-10.0	i	-1.7	-6.4
Cc1cc(C)c(S(=O)(=O)Nc2cccc(/C=C/C(=O)O)c2)c(C)c1	0.1	-0.9	-4.1	2.8	0.4	-5.2	i	-7.2	-7.9
CCN(CC(=O)Nc1ccc(NC(C)=O)cc1)C(=O)Cc1ccccc1F	0.0	1.9	-3.2	-1.2	3.4	6.1	i	-9.7	-5.2
CCOC(=O)c1ccc(CC(=O)c2ccc(O)c(O)c2O)o1	1.0	13.5*	-3.9	3.5	16.0	12.9	i	10.5	-3.6
C/C=C/c1ccc(OCCOc2cc(C=O)ccc2OC)c(OC)c1	-0.4	0.2	-3.8	-0.5	-5.8	1.7	i	14.1	24.8
COC(=O)[C@@]12C[C@@H](CC(=O)NCCC(C)C)C(=O)N(Cc3ccco3)C1=CCC(C)(C)C2	0.5	.	.	-0.8	0.8	.	i	.	.
COc1cccc(C(=O)COC(=O)C(C)N2C(=O)c3ccccc3C2=O)c1 (stereo not drawn)	0.2	2.5	-12.3	1.2	4.0	-3.9	i	-6.3	7.1
COc1ccc(Cc2noc(CN3CCN(c4ccc(Cl)cn4)CC3)n2)cc1OC	-0.1	2.3	-2.0	-0.6	-1.8	-1.8	i	-1.7	0.5

A second format for some results above:
Values in the order – TbMetRS inhib, Rin1 Abl inh, MsrA act, MsrA inh, CSN inh, PABP1 MLLE inh, Neddylation inh, E coli Lon inh, FAS TE block
> COc1cc2c(O)c3c(c(-c4ccc5c(c4)OCO5)c2cc1OC)C(=O)OC3
→ -0.6, -1.5, -1.6, 1.1, 10.8, 6.8, ., -7.1, 3.0
> CCOc1ccc(N=C2NC(=O)CS2)cc1
→ 0.2, 0.6, -5.4, 0.2, -6.1, -10.0, i, -1.7, -6.4
> COc1ccc(Cc2noc(CN3CCN(c4ccc(Cl)cn4)CC3)n2)cc1OC
→ -0.1, 2.3, -2.0, -0.6, -1.8, -1.8, i, -1.7, 0.5

Additional structures.
SMILES	TbMetRS inhib	Rin1 Abl inh	MsrA act	MsrA inh	CSN inh	PABP1 MLLE inh	Neddylation inh	E coli Lon inh	FAS TE block
CCN(C(=O)CSc1nnc(-c2ccncc2)n1-c1ccccc1)C1CCS(=O)(=O)C1 (stereo not drawn)	-0.8	-0.1	-4.3	0.1	0.5	1.6	i	-0.3	-2.7
O=C1S/C(=C\c2ccc(N3CCOCC3)o2)C(=O)N1Cc1ccc(F)cc1	-0.5	-2.1	-5.2	.	115.3	15.6	i	-169.3	-32.8
O=C(COc1ccc(S(=O)(=O)N2CCOCC2)cc1)NC1CCCCC1	-0.3	3.7	-4.2	1.4	1.2	3.6	i	-18.0	-5.3
CC(C)c1nnc2n1N=C(c1ccc(Cl)cc1)CS2	-0.8	-0.6	-2.6	0.1	4.8	-10.3	i	-2.5	-1.2
CCNC(=S)NNC(=O)c1csc(CC)c1	-0.1	5.8	-13.9	-0.2	2.0	-19.6	i	-5.1	-4.3
COc1ccccc1NC(=O)CSc1nnc(Cc2cccs2)n1C	-0.5	-1.8	-2.9	-0.9	0.8	-7.8	i	-12.5	-3.8
COc1ccccc1C(=O)NC(=S)Nc1cccc2cc(O)ccc12	-0.6	0.0	-7.8	0.1	4.6	9.7	i	16.4	14.1
CC(C)C[C@H](NC(=O)c1[nH]cnc1C(=O)N[C@@H](C)C(=O)OC(C)(C)C)C(=O)OCc1ccccc1	-0.2	1.7	0.7	-1.2	13.1	20.5	i	1.0	21.3
CCOc1cc(NC(=O)CCl)c(OCC)cc1NC(C)=O	0.5	-1.6	-2.4	-1.1	1.1	1.1	i	0.9	-6.4
CCc1ccccc1NC(=O)CN(C)C(=O)COC(=O)c1cccnc1Cl	-0.3	2.6	-1.4	0.2	-0.6	14.2	i	0.0	-8.6
O=C(O)CSCc1cnn(-c2ccccc2)c1-n1cccc1	0.1	0.7	-2.5	-0.5	-2.4	12.9	i	0.0	-5.8
COc1ccc(-c2ccnc(SCC(=O)c3ccc(OC)c(OC)c3)n2)cc1	-0.7	0.7	-5.7	0.2	5.2	13.2	i	-5.2	16.9
O=C(NC1CCCCNC1=O)c1ccccc1 (stereo not drawn)	0.4	2.7	-2.8	-1.1	-0.9	9.2	i	-1.6	-5.7
CCOC(=O)c1c(O)c2ccccc2n(C)c1=O	-0.6	1.7	-2.7	1.8	2.8	-6.8	i	-4.5	-2.1
O=C(NC1CCCCCC1)c1c(O)c2ccccc2[nH]c1=O	-1.3	-1.7	-7.0	-1.4	-0.4	3.1	i	-3.6	-5.4
CCN(CC)CCC(C)OC(c1ccccc1)c1ccccc1 (stereo not drawn)	-0.5	4.0	0.2	0.5	-5.6	5.6	i	6.3	-3.2
CCN(c1ccccc1)S(=O)(=O)c1ccc(C(=O)Nc2nnc(COC)o2)cc1	-1.2	-1.6	0.4	1.1	1.9	-3.4	i	-4.7	-7.5
CC(C)C1Oc2ccccc2N(CC(=O)N2CCOCC2)C1=O (stereo not drawn)	0.2	4.4	-3.3	0.8	5.2	-8.5	i	-0.9	-6.0
O=C(NCCN1CCOCC1)C1CCCN(S(=O)(=O)c2ccc(F)cc2)C1 (stereo not drawn)	-0.3	2.2	-1.6	-0.1	2.4	-6.3	i	-8.4	-7.9
COc1ccc(CSC2=NCCN2)cc1Br	-0.3	3.3	-3.1	1.1	-7.2	-17.6	i	-16.5	-2.5
CC1CCN(S(=O)(=O)c2cccc(S(=O)(=O)N3CCOCC3)c2)CC1	-0.2	-2.8	-4.1	0.7	-1.9	5.9	i	-13.4	4.0
CCCCCn1c(=O)c(C(=O)OCC)c(Cl)c2ccccc21	-0.6	0.0	-4.9	1.5	-0.6	3.4	i	-2.6	13.6
Cc1ccc2nc(C(C)(C)C)c(Cc3ccsc3)n2c1	-0.4	4.4	-6.2	-0.1	3.9	-30.3	i	-8.4	-7.2
CN1CCN(CCCC(=O)c2ccc(F)cc2)CC1	0.1	1.9	-0.8	-1.4	-1.7	-12.8	i	0.2	-8.6
CNc1cncc(-c2ccc(NS(C)(=O)=O)cc2)n1	0.3	-7.4	-3.5	3.9	4.1	5.1	.	-3.3	-2.0
Cc1cc(C)nc(/N=C(\N)Nc2cc([N+](=O)[O-])ccc2C)n1	1.0	-1.2	1.0	-0.4	3.2	1.5	i	7.7	-7.1
COc1ccccc1CNCC(=O)Nc1ccccc1-n1cccc1	-0.6	0.4	-2.5	-0.3	3.3	9.9	i	-2.3	0.5
O=C(COc1ccc(-c2nnc(N3CCCCC3)c3ccccc23)cc1)N1CCCCC1	-1.3	4.6	-13.1	0.5	-3.2	-1.8	i	-3.7	-12.2
CCCOc1ccc(CN(CCC#N)C(=S)NC(=O)c2ccccc2)cc1	0.0	1.3	1.8	0.7	-9.1	-7.0	i	4.4	0.9
O=C(Nc1csc([N+](=O)[O-])c1)Nc1ccccc1Cl	0.6	1.4	-2.4	-0.8	0.4	-7.1	i	1.7	6.6
O=C(Nc1nccs1)c1ncc(Cl)c(Cl)c1Cl	-0.2	-0.4	1.0	0.5	6.8	9.8	i	-0.5	3.2
CCOC(=O)c1ccccc1NC(=O)COC(=O)CSC(C)C(=O)Nc1cc(C)on1 (stereo not drawn)	0.2	0.1	-0.3	-0.6	0.9	-0.1	i	-2.5	1.1
COc1ccc(NC(=O)NC2CCCc3ccccc32)cc1OC (stereo not drawn)	0.5	-2.4	-2.8	-0.1	2.5	2.4	i	4.3	1.7
Cc1cc(CSc2ccccc2)ccc1NC(=O)c1ccc(C)c([N+](=O)[O-])c1	0.2	1.1	-2.6	0.5	-2.8	4.7	i	-6.0	20.6
CC(=O)c1c(C)nc2ccc(Cl)cn12	-0.9	-0.3	-13.2	0.6	5.0	-4.5	i	3.0	-5.4
CN1CCN(NC(=O)c2ccc(Cl)s2)CC1	-1.2	-0.6	-7.6	0.1	-1.2	-9.6	i	5.3	-6.4
CC(C)NC(=O)N(C)C[C@@H]1OCc2cnnn2CCCC(=O)N([C@@H](C)CO)C[C@H]1C	-1.3	-0.7	-3.1	2.4	0.1	1.9	i	-8.4	-8.7
NC(=O)c1ccccc1N/C=C/C(=O)c1ccc(Cl)cc1Cl	0.7	-4.4	-1.4	2.7	0.3	-11.9	i	-2.9	9.5
Cc1ccc(Sc2c([N+](=O)[O-])c(=O)n(C)c3ccccc23)cc1	-0.8	-0.4	-7.8	0.4	2.8	28.8	i	-5.7	26.2
Cc1ccc(S(=O)(=O)Nc2ccccc2/C=N/c2nc3ccccc3n2C(C)C)cc1	0.9	-0.9	-2.5	0.4	2.4	-15.6	i	-3.9	2.4
Cc1ccc(Cn2c(SCCN3CCCCC3)nc3c2c(=O)[nH]c(=O)n3C)cc1	-0.4	-0.3	-2.6	0.4	0.1	3.5	i	-6.8	-3.0
COc1ccc(CN2C(=O)CSCC2(C)C(=O)Nc2c(C)cccc2C)cc1 (stereo not drawn)	-0.3	.	.	-0.2	7.5	.	i	.	.
COc1ccc(CNc2ncc(-c3ccccc3)n2C)c2ccccc12	-0.3	2.1	-2.6	0.4	-0.4	-0.8	i	-1.1	6.1
Nc1ccc(N2CCOCC2)c(Cl)c1	-0.4	-3.4	-1.9	-0.2	1.9	-18.3	i	-7.2	-2.4
O=C(COc1ccc(S(=O)(=O)N2CCCC2)cc1)NCc1cccnc1	-0.1	2.8	-1.8	-1.4	4.7	7.0	i	3.3	-2.2
CCCCn1c(N)c(N(CC(C)C)C(=O)c2cccc(S(=O)(=O)N(CC)c3ccccc3)c2)c(=O)[nH]c1=O	-0.2	1.3	-3.2	-1.0	2.1	-8.6	i	-3.6	10.4
C=CCn1c(CNC(=O)c2ccccc2F)nnc1SCC(=O)N1CCOCC1	-0.6	-2.0	-9.4	0.3	-0.6	0.4	i	5.7	-6.4
CSc1ccc(S(=O)(=O)NCC(=O)OCC(=O)NCC2CCCO2)cc1[N+](=O)[O-] (stereo not drawn)	-0.4	1.3	-0.1	-0.2	1.5	-1.4	i	-8.6	-4.3
Cc1nn(Cc2ccccc2Cl)c(Cl)c1/C=C/C(=O)OCC(=O)NC(N)=O	-1.2	0.1	-5.2	-0.1	-2.0	12.1	i	-2.7	-9.3
CCNC(=S)NNC(=O)Cn1c(=O)c2c(ncn2CCOC)n(Cc2ccccc2)c1=O	5.3	2.3	-1.1	0.5	-0.4	-73.6	i	3.1	-4.8
(listing goes on)
SMILES	TbMetRS inhib	Rin1 Abl inh	MsrA act	MsrA inh	CSN inh	PABP1 MLLE inh	Neddylation inh	E coli Lon inh	FAS TE block
CCCc1nnc(SCC(=O)Nc2ccc3c(c2)OCCO3)n1CCOC	-1.1	0.3	-1.4	-0.8	-0.2	22.1	i	-4.8	-2.0
O=P(Cc1cccc2ccccc12)(c1ccccc1)c1ccccc1	0.0	4.7	-6.2	0.3	3.2	0.2	i	-1.9	2.5
O=C(Nc1cccc2ccccc12)/C(Cl)=C/c1ccccc1	-0.3	1.1	-5.8	2.1	6.7	-6.6	i	-4.0	13.4
COc1cc(NC(=O)c2cccc(C)c2)c(OC)cc1NC(=O)CN1CCCCC1	-0.5	1.7	-7.6	-0.6	-11.2	2.5	i	-4.7	5.4
COc1cc(NC(=O)c2cc(-c3ccccc3Cl)on2)cc(OC)c1OC	-0.7	1.1	-1.9	0.6	-3.6	10.0	i	14.2	35.2
